Screening data from PubChem.
aSyn yeast rescue – qHTS of alpha-syn Inhibitors: NCGC Sytravon Library Screen | S. cerevisiae alpha-synuclein toxicity rescue, BacTiter-Glo growth, 24 h | Potency, µM (titrated, usually from 46.1 µM), inactives show at the highest dose growth rescue (activation), usual class: activators | 94,000 tested, 0.02% active | AID 1347070, 2019; active = well fitted activation curve with a large enough effect; inconclusive = small, poorly fitted or top-dose-only effect; note: 0% is about no effect
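Growth restoration measured by BacTiter-Glo luminescence after 24 hr at 30 deg C; alpha-synuclein yeast, raffinose-pregrown to mid-log, were added at OD600=0.02 in galactose medium onto pinned compounds.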
Numbers without * were called inactive; ? = inconclusive; & = joins results of further samples; [ ] = remark or other dose. Potency is the fitted concentration of half-maximal effect. This is a subset (hit frequency here may not be typical).

SMILES	aSyn yeast rescue
O=C1NC(=O)N(Cc2ccco2)C(=O)/C1=C\c1cccn1CCOc1ccccc1	11%
Cc1cccc(-n2c(/C=C\c3cccc(Br)c3)nc3ccccc3c2=O)c1	-9%
O=[N+]([O-])[N-][n+]1cnn(Cc2ccc(Cl)cc2)c1	-5%
Cc1ccc(OCC(=O)Nc2ccc(Cl)cc2C(=O)c2ccccc2)cc1C	5%
Cc1ccc(-c2nc(CN3C(=O)CN=C(c4ccccc4)c4ccccc43)c(C)o2)cc1	-20%
CS(=O)(=O)c1ccc(C2=C(CNC(=O)c3ccc([N+](=O)[O-])cc3)[C@H]3CC[C@@H](C2)N3Cc2ccccc2)cc1	2%
CNC(=O)c1cccn(Cc2ccc(C(F)(F)F)cc2)c1=O	2%
O=C1CN=C(c2ccccc2)c2cc(Cl)ccc2N1Cc1ccc(Cl)cc1	22%
O=C(c1ccco1)N1Cc2ccccc2-n2nncc2C1	6%
O=C(COc1ccccc1[N+](=O)[O-])N1CCN(CCc2ccccn2)CC1	8%
Cc1cccc(C)c1OCC(=O)Nc1ccc(Cl)cc1C(=O)c1ccccc1	-1%
COc1ccc(OC)c(NC(=O)Cn2cc(C(=O)c3ccccc3)c3ccccc32)c1	5%
CN1CCC(N(C)c2ccc(C(N)=O)cc2[N+](=O)[O-])CC1	3%
COc1ccc(C=C2C(=O)N(C)C(=O)N(C)C2=O)cc1COc1ccc(NC(C)=O)cc1	2%
CCOC(=O)CC1c2ccccc2-n2nncc2CN1CC1CCCCC1 (stereo not drawn)	-4%
CCOc1ccc(CN(CCc2ccc3c(c2)OCO3)Cc2cccc(Br)c2)cc1	-11%
CS(=O)(=O)c1ccc(C2=C(CNC(=O)c3cccnc3)[C@H]3CC[C@@H](C2)N3Cc2ccco2)cc1	-4%
Clc1cccc(Cl)c1NC1=NCCS1	-7%
O=c1c2ccccc2nc(Cc2cccc([N+](=O)[O-])c2)n1-c1ccc(O)cc1	-8%
CC1C(OC(=O)CCC(=O)NC(C)(C)CO)O[C@H]2OC3(C)CC[C@H]4[C@H](C)CCC1C24OO3 (stereo partly drawn)	-25%
CS(=O)(=O)c1ccc(C2=C(CNC(=O)c3nccs3)[C@H]3CC[C@@H](C2)N3CCOc2ccccc2)cc1	-3%
O=c1c2ccccc2nc(/C=C/c2ccco2)n1-c1ccccc1O	24%
Cc1ccc(-n2c(/C=C/c3cccc(C(F)(F)F)c3)nc3ccccc3c2=O)cc1	3%
Cc1ccc(Cn2cc(C=O)c3ccccc32)cc1	16%
CCN(CC)C(=O)c1ccc(NC(=O)Cn2nc(-c3ccc(C)cc3)c3ccccc3c2=O)cc1	4%
CCC(CO)(C(=O)OC1C[N+]2(C)CCC1CC2)c1ccccc1 (stereo not drawn)	0%
Cc1oc(-c2ccc(Cl)cc2)nc1CN1C(=O)CN=C(c2ccccc2)c2cc(Cl)ccc21	16%
CC(=NCc1ccco1)c1c(O)n(-c2ccc(Cl)cc2)c(=O)[nH]c1=O	2%
CCOc1ccc(N=Cc2c(O)n(-c3cc(C)cc(C)c3)c(=O)[nH]c2=O)cc1	-3%
O=c1[nH]c2ccccc2c(=O)n1-c1ccc(Cl)c(Cl)c1	-2%

Retrieved by compound from above (six):
SMILES	aSyn yeast rescue
Clc1cccc(Cl)c1NC1=NCCS1	-7%
CCOc1ccc(N=Cc2c(O)n(-c3cc(C)cc(C)c3)c(=O)[nH]c2=O)cc1	-3%
CS(=O)(=O)c1ccc(C2=C(CNC(=O)c3cccnc3)[C@H]3CC[C@@H](C2)N3Cc2ccco2)cc1	-4%
CC1C(OC(=O)CCC(=O)NC(C)(C)CO)O[C@H]2OC3(C)CC[C@H]4[C@H](C)CCC1C24OO3 (stereo partly drawn)	-25%
Cc1ccc(-n2c(/C=C/c3cccc(C(F)(F)F)c3)nc3ccccc3c2=O)cc1	3%
Cc1oc(-c2ccc(Cl)cc2)nc1CN1C(=O)CN=C(c2ccccc2)c2cc(Cl)ccc21	16%

An excerpt from above in order of length of the SMILES, rising.
SMILES	aSyn yeast rescue
O=c1c2ccccc2nc(/C=C/c2ccco2)n1-c1ccccc1O	24%
Cc1ccc(-n2c(/C=C/c3cccc(C(F)(F)F)c3)nc3ccccc3c2=O)cc1	3%
CCN(CC)C(=O)c1ccc(NC(=O)Cn2nc(-c3ccc(C)cc3)c3ccccc3c2=O)cc1	4%

Next structures
SMILES	aSyn yeast rescue
COc1ccc(N2C(=O)NC(=O)/C(=C\c3ccc([N+](=O)[O-])s3)C2=O)cc1	-44%[inhibitor]
O=[N+]([O-])/C=C1\NCCN1Cc1ccc(Cl)nc1	-6%
c1ccc(N2Cc3ccccc3-n3nncc3C2)nc1	-10%
CN1C(=O)c2ccccc2NC(=O)C1Cc1ccccc1 (stereo not drawn)	9%
CC(=O)N1N=C2C3CCN(CC3)C2C1c1ccc(C)cc1 (stereo not drawn)	2%
O=S(=O)(c1cccc2ccccc12)N1Cc2ccccc2-n2nncc2C1	1%
O=C(CN1CC(c2ccccc2)CC1=O)NCc1ccc(F)cc1 (stereo not drawn)	-7%
COc1ccc(-c2n(-c3ccccn3)c3ccccc3[n+]2-c2ccccn2)cc1	3%
CCOC(=O)C1(c2ccccc2)CCN(CCC(=O)Nc2cccc(Br)c2)CC1	0%
O=C(CN1C(=O)CN=C(c2ccccc2)c2ccccc21)Nc1cccc(C(F)(F)F)c1	18%
CCn1ccnc1CN1CCCC(C(=O)c2cc(C)c(OC)c(C)c2)C1 (stereo not drawn)	0%
CCOc1ccc(CN2C(=O)c3ccccc3Sc3ccc(C(=O)N4CCC5(CC4)OCCO5)cc32)cc1	9%
S=C1NC2(CCCCC2)NC12CCCCC2	8%
COc1ccc(-c2nn3c(=O)cc(CN4CCN(C(=O)COc5ccc(F)cc5)CC4)nc3s2)cc1	17%
N#CC1(c2ccccc2)CCN(C2CC(=O)N(c3cccc(F)c3)C2=O)CC1 (stereo not drawn)	2%
CCOP(=O)(OCC)C(O)c1ccc(N(C)C)cc1 (stereo not drawn)	-5%
O=c1[nH]c(=O)n(-c2ccc(Cl)cc2)c(O)c1C=NCCN1CCCCC1	0%
Cc1ccc(-c2nc(CN3C(=O)CN=C(c4ccccc4)c4cc(Cl)ccc43)c(C)o2)cc1	2%
CCCC(=O)N(C)C1=Nc2ccc(Cl)cc2C(c2ccccc2)=[N+]([O-])C1	3%
O=C(CN1CCOCC1)c1ccc2cc[nH]c2c1	2%
CN1C(=O)C(=Cc2cc([N+](=O)[O-])ccc2N2CCCCC2)C(=O)N(C)C1=O	3%
CCOc1ccccc1CN(CCc1ccc2c(c1)OCO2)Cc1ccc(CC)cc1	-11%
CCCCc1nc2ccccc2c(=O)n1-c1cccc(OC)c1	-8%
CCOC(=O)c1ccc(NC(=O)c2sc3nc4c(cc3c2N)N2CCC4CC2)cc1	1%
c1ccc(P(c2ccccn2)c2ccccn2)cc1	-12%
COc1ccc(NC(=O)c2c(C)nn(Cc3ccccc3Cl)c2Cl)cc1Cl	6%
CN1OC[C@@H]2CN[C@H](c3ccc(Br)cc3)C[C@@H]21	?
Cc1ccsc1C(=O)C1CCCN(Cc2cnc(N3CCOCC3)s2)C1 (stereo not drawn)	11%
C/C(=N\N(C)c1ccccc1)c1c(O)[nH]c(=O)[nH]c1=O	0%
Nc1cncc(C(=O)O)c1	12%
NC(=O)C1CCN(/C=C2\C(=O)NC(=O)N(Cc3ccco3)C2=O)CC1	4%
N#Cc1ccc(NC(=S)N2Cc3ccccc3-n3nncc3C2)cc1	14%
CCOP(=O)(OCC)C(NC(=O)CN1C(=O)c2ccccc2S1(=O)=O)C(Cl)(Cl)Cl (stereo not drawn)	4%
Cn1cc(C(=O)NC2CC2)c2ccccc21	-9%
CCOC(=O)c1ccc(NC(=O)c2cccn(Cc3ccccc3F)c2=O)cc1	4%
CC(=O)NCC1=C(c2cccc3ccccc23)C[C@@H]2CC[C@H]1N2Cc1ccco1	-12%
COc1ccc(S(=O)(=O)N2CC3CC(C2)c2cccc(=O)n2C3)cc1 (stereo not drawn)	4%
O=C(CCCc1ccc(N(CCCl)CCCl)cc1)NCc1ccccc1	14%
CC1=C2C(=O)C3C(CC=C4CC(OC5OC(O)C(O)C(O)C5CO)CCC43C)C2CCC12OC1CC(C)CNC1C2C (stereo not drawn)	-6%
Cc1cccn2c(=O)c3c(nc12)N1CCCCC1C1(C3)C(=O)N(C)C(=O)N(C)C1=O (stereo not drawn)	10%
Cc1ccccc1-n1c(/C=C/c2ccc(O)cc2)nc2ccccc2c1=O	-19%
COc1ccc(-n2c(/C=C/c3cccc(F)c3)nc3ccccc3c2=O)cc1Cl	-6%
O=C(NCC1=C(c2cccc3ccccc23)C[C@@H]2CC[C@H]1N2Cc1ccco1)c1ccc([N+](=O)[O-])cc1	-4%
COc1ccc(NC(=O)CN2C(=O)C(C)N=C(c3ccccc3)c3ccccc32)cc1OC (stereo not drawn)	6%
COc1cccc(C2CCN(C)C2)c1 (stereo not drawn)	5%
Cc1cc(/C=C2/C(=O)NC(=O)N(Cc3ccco3)C2=O)c(C)n1-c1ccccc1	-14%
COc1ccc(C(CC(=O)c2ccc3c(c2)OCO3)c2c(O)c3ccccc3oc2=O)cc1OC (stereo not drawn)	0%
Nc1c(C(=O)Nc2ccc(Br)cc2F)sc2nc3c(cc12)N1CCC3CC1	5%
O=C(CSC1c2ccccc2-c2ccccc21)N/N=C/c1ccccc1C(=O)O	2%
COc1ccc(NC(=O)N2Cc3ccccc3-n3nncc3C2)cc1	-8%
C=C1C/C(=C/C)C(=O)O[C@@H]2CCN3CC=C(COC(=O)[C@]1(C)O)[C@H]23	-10%
CN1CCN(C(=O)COc2ccc(S(=O)(=O)Nc3ccc(Cl)cc3)cc2)CC1	-6%
CC(C)N1CCN(Cc2cccc([N+](=O)[O-])c2)CC1	-10%
O=C(Cn1c(=O)n(CC2CS2)c2ccccc21)N1CCCCC1 (stereo not drawn)	0%
COC(=O)C(O)(c1ccc(N(C)C(=O)c2cccs2)cc1)C(F)(F)F (stereo not drawn)	4%
Cn1cc(C=O)c2nccnc21	-4%
CCc1ccc(NC2=NCCCS2)cc1	-16%
CC1CCCCN1CC(=O)c1ccc2cc[nH]c2c1 (stereo not drawn)	-5%
CN(C)c1ccccc1	6%
Cc1ccc(C2N3CCCN23)cc1 (stereo not drawn)	3%

Next part:
SMILES	aSyn yeast rescue
CCOP(=O)(Cc1ccc(C#N)o1)OCC	-14%
C[C@@H]1CN([C@H](C)CO)C(=O)CCCn2nncc2CO[C@H]1CN(C)C(=O)Oc1ccccc1	-5%
O=C(Nc1ccc(OC(=O)N2CCCCC2)cc1)N1CCOCC1	0%
Cc1cc(C)cc(-n2c(=O)[nH]c3ccccc3c2=O)c1	18%
CNC(=O)c1cccn(Cc2cc(C(F)(F)F)cc(C(F)(F)F)c2)c1=O	5%
Cc1noc(C)c1COc1ccc(C(=O)NCC2(N(C)C)CCCCC2)cc1	3%
CN1CCc2cc3c(cc2C1)OCO3	-8%
COc1ccc(C(C)=O)cc1CC(C(=O)c1ccc(C)c(C)c1)N(C)C (stereo not drawn)	5%
CCc1ccc(C2=NN(CCC(=O)N3CCC4(CC3)OCCO4)C(=O)CC2)cc1	-12%
c1ccc(CC(NCc2ccco2)c2ccccc2)cc1 (stereo not drawn)	-3%
CC(=NCCC1=CCCCC1)c1c(O)n(-c2ccccc2)c(=O)[nH]c1=O	-18%
O=S(=O)(c1ccc(Cl)cc1)N1Cc2ccccc2-n2nncc2C1	2%
C(#CCN1CCCC1)CN1CCCC1	-4%
Cc1ccc(-n2c(=S)[nH]c3ccc(C)cc3c2=O)cc1	-2%
O=C(N/N=C/c1c(O)n(CCc2ccc(F)cc2)c(=O)[nH]c1=O)c1ccncc1	-12%
CCC[C@H](N[C@@H](CCC)[C@H](O)c1ccccc1)[C@H](O)c1ccccc1	-3%
CCn1nc(/C=C/c2ccccc2)nc2c(=O)n(C)c(=O)nc1-2	-69%[inhibitor]
O=[As](O)(O)c1ccc(N=Nc2ccc(O)cc2)cc1	-25%
COc1cc(C(CN)CC(=O)O)ccc1O (stereo not drawn)	5%
CNC(=O)Oc1ccc(N(C)C)cc1C(C)C	-9%
CCOC(=O)c1c(C)n(C(C)C)c2ccc(OC)cc12	4%
CCN(CC)C(=O)c1ccc(NC(=O)c2ccc(-c3nn(C)c(=O)c4ccccc34)cc2)cc1	-2%&-6%
O=C(c1ccc2c(c1)N(Cc1ccc(F)cc1Cl)C(=O)c1ccccc1S2)N1CCC2(CC1)OCCO2	12%
Cc1ccc(Cn2cccc(C(=O)Nc3ccc4c(c3)OCO4)c2=O)cc1	-4%
C=CC1CN2CCC1CC2[C@@H](OC(=O)c1ccc(OC)cc1)c1ccnc2ccccc12 (stereo partly drawn)	1%
CN1CC(C(=O)c2ccc(Cl)cc2)C(c2ccccc2F)C1 (stereo not drawn)	1%
O=C1C2CCN(CC2)C1(CO)CO	0%
CS(=O)(=O)c1ccc(C2=C(CNC(=O)c3cccs3)[C@H]3CC[C@@H](C2)N3CCOc2ccccc2)cc1	9%
O=S1c2ccccc2-c2ccccc21	0%
CC(=NCCc1c[nH]c2ccccc12)c1c(O)n(Cc2ccccc2)c(=O)[nH]c1=O	-2%
COc1cc(OC)c(OC)cc1/C=C1/C(=O)NC(=O)N(Cc2ccccc2)C1=O	-2%
CC(Cc1ccsc1)NCc1cn[nH]c1-c1ccc(F)cc1F (stereo not drawn)	1%
CNC(=O)O/N=C(\C)Cc1nnn(-c2cc(C)on2)n1	-5%
Cc1ccsc1C(=O)C1CCCN(Cc2cnc(N3CCCC3)s2)C1 (stereo not drawn)	3%
CCOC(=O)c1cccc(C2=C(CNC(=O)c3cccnc3)[C@H]3CC[C@@H](C2)N3Cc2ccccc2)c1	-4%
Nc1c(C(=O)Nc2ccc(Cl)cc2)sc2nc3c(cc12)N1CCC3CC1	2%
Cc1ccccc1-n1c(O)c(/C=N/NC(=O)c2ccncc2)c(=O)[nH]c1=O	-23%
C=CCn1c(O)c(C(CC)=NCCc2c[nH]c3ccccc23)c(=O)[nH]c1=O	0%
C[C@H]1CN([C@@H](C)CO)C(=O)CCCn2nncc2CO[C@H]1CN(C)C(=O)Oc1ccc2ccccc2c1	4%
